# H37Rv inhibition: M. tuberculosis growth inhibition, HTS (AID 449762). M. tuberculosis H37Rv growth inhibition, 7H9 media; higher % means a stronger effect. inhibition, % at 25 µM, or IC50 in µM where a hit was titrated. hit rate 0.59% among 330,000; in the data active = a potency from the dose series; inconclusive = inhibition above about 70% without an active follow-up result;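 note: bacterial growth assessed after seven days of incubation; strong numbers were not always called active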
# M. tuberculosis: growth inhibition of non-replicating M. tuberculosis (AID 488890); hit rate 0.39% among 320,000; Mycobacterium tuberculosis non-replicating, growth inhibition; higher % means a stronger effect; inhibition, % at 25 µM, or IC50 in µM where a hit was titrated; in the data active = a potency from the dose series; inconclusive = inhibition mostly from about 82% at the one dose, without a potency; inactive = the rest, 99 in 100 with inhibition below about 76%;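 note: plate controls were DMSO cells for no effect and high antibiotic wells for full effect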
# inhibitors of VEEV: inhibitors of VEEV TC-83 cytopathic effect, confirmation, Vero cells (AID 588727). Vero cells, VEEV TC-83 cytopathic effect inhibition; higher % means a stronger effect. inhibition, % at 20 µM, or IC50 in µM where a hit was titrated. hit rate 0.13% among 350,000; in the data active = a potency from the dose series; inconclusive = inhibition mostly from about 14% at the one dose, without a potency; inactive = the rest, 99 in 100 with inhibition below about 12%; note: strong numbers were not always called active
# influenza NS1A: NS1A inhibition, H1N1 influenza, cell based functional assay (AID 504329); NS1A functional cell-based assay, percent inhibition; higher % means a stronger effect; inhibition, % at 12.5 µM, or IC50 in µM where a hit was titrated; hit rate 0.3% among 340,000; in the data active = a potency from the dose series; inconclusive = inhibition above about 27% without an active follow-up result; note: strong numbers were not always called active
# Salmonella PhoP GFP: PhoP regulon inhibitors, Salmonella typhi PhoP promoter GFP reporter, confirmatory (AID 1850). Salmonella Typhi PhoP-promoter GFP reporter, fluorescence, 4 h; higher % means a stronger effect. inhibition, % at 50 µM; hits with a dose series show IC50 in µM. hit rate 0.33% among 310,000; in the data active = a potency from the dose series; inconclusive = inhibition mostly from about 25% at the one dose, without a potency; inactive = the rest, 99 in 100 with inhibition below about 19%;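 note: 0% = induced wells with vehicle and 100% = uninduced wells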
# inhibitors of VEEV 10K pilot screen: recorded beside inhibitors of VEEV, whose call it bears; inhibition, %; measured here: 10K pilot screen inhibition
# Active calls of the source: *; i = inactive; ? = inconclusive; nt = not tested or not shown; & = joins results of further samples.
SMILES,H37Rv inhibition,M. tuberculosis,inhibitors of VEEV,influenza NS1A,Salmonella PhoP GFP,others
Cc1nc2ccccc2n1CC(O)COCC1CC=CCC1 (stereo unspecified),2%,68%,i,-6%,9%,inhibitors of VEEV 10K pilot screen=0.0
Cc1ccc(S(=O)(=O)N2[C@@H](c3cccc(Cl)c3)C(C(=O)O)=CC[C@H]2c2ccc(Cl)c(Cl)c2)cc1,1%,26%,3.0%,-7%,9%,
CCc1ccc(C(=O)COC(=O)c2ccc(-c3nnc(-c4ccccc4)o3)cc2)cc1,-2%,?,0.6%,6%,4%,
COc1cc(OC)cc(C(=O)N2CCN(C3CCN(Cc4ccccc4)CC3)CC2)c1,0%,15%,0.0%,-3%,-3%,
CCOC(=O)C1=C(C)N(CCCC(=O)O)C(=O)NC1c1cccs1 (stereo unspecified),-4%,-12%,0.4%,-14%,0%,
O=C(O)C1Cc2ccccc2CN1C(=O)CSc1nnc2ccccn12 (stereo unspecified),-3%,0%,1.5%,-2%,1%,
COc1ccc(N2CCN(C(=O)/C=C/c3ccco3)CC2)cc1,6%,65%,0.3%,4%,13%,
Cc1ccc(NC(=O)Cc2c(F)cccc2Cl)cc1S(=O)(=O)N1CCOCC1,-2%,15%,5.0%,5%,nt,
Cc1sc(-c2ccccn2)nc1OC(=O)c1ccc(Cl)c(Cl)c1,-6%,17%,2.9%,-3%,-3%,
CCCCN(C(=S)Nc1cccc(C)c1C)c1c(N)n(CCC)c(=O)[nH]c1=O,-6%,-4%,i,6%,-1%,
COc1cccc2c3c(c(C)nc12)CC(C)O3 (stereo unspecified),-10%,3%,0.6%,-3%,4%,inhibitors of VEEV 10K pilot screen=0.5
CC1Oc2ccccc2C=C1/C=C1/SC(N2CCOCC2)=NC1=O (stereo unspecified),-2%,15%,3.8%,0%,-5%,
O=C(N/N=C/c1c(Cl)cccc1Cl)c1ccc(-n2cnnn2)cc1,-4%,2%,i,-19%,nt,
Cc1ccc(CN2CC(C(=O)NCC(=O)Nc3c(C)cccc3C)CC2=O)cc1 (stereo unspecified),-17%,-24%,i,-1%,3%,
Fc1cnc(N/N=C/c2ccc(-c3ccc(Br)cc3)o2)nc1N1CCOCC1,?,?,i,22%,-3%,
CCC(CC)C(=O)c1c[nH]c(C(=O)NCCc2ccccn2)c1,-7%,-18%,1.0%,-6%,14%,
CCn1c(N2CCN(C(=O)C34CC5CC(CC(C5)C3)C4)CC2)nc2ccccc21,17%,21%,9.8%,0%,0%,
Cc1ccc(Cn2cc(SCC(=O)Nc3nccs3)c3ccccc32)cc1,-8%,7%,0.4%,-13%,0%,
O=C(COc1coc(CN2CCc3ccccc32)cc1=O)Nc1ccccc1,13%,20%,1.9%,-5%,-1%,
CCOc1ccc(S(=O)(=O)N2CCCC(C(=O)NCC3CCCO3)C2)cc1 (stereo unspecified),3%,-11%,0.7%,-4%,-7%,

# Reprinted from above, 19 compounds:
SMILES,H37Rv inhibition,M. tuberculosis,inhibitors of VEEV,influenza NS1A,Salmonella PhoP GFP,others
Cc1ccc(S(=O)(=O)N2[C@@H](c3cccc(Cl)c3)C(C(=O)O)=CC[C@H]2c2ccc(Cl)c(Cl)c2)cc1,1%,26%,3.0%,-7%,9%,
CCc1ccc(C(=O)COC(=O)c2ccc(-c3nnc(-c4ccccc4)o3)cc2)cc1,-2%,?,0.6%,6%,4%,
COc1cc(OC)cc(C(=O)N2CCN(C3CCN(Cc4ccccc4)CC3)CC2)c1,0%,15%,0.0%,-3%,-3%,
CCOC(=O)C1=C(C)N(CCCC(=O)O)C(=O)NC1c1cccs1 (stereo unspecified),-4%,-12%,0.4%,-14%,0%,
O=C(O)C1Cc2ccccc2CN1C(=O)CSc1nnc2ccccn12 (stereo unspecified),-3%,0%,1.5%,-2%,1%,
COc1ccc(N2CCN(C(=O)/C=C/c3ccco3)CC2)cc1,6%,65%,0.3%,4%,13%,
Cc1ccc(NC(=O)Cc2c(F)cccc2Cl)cc1S(=O)(=O)N1CCOCC1,-2%,15%,5.0%,5%,nt,
Cc1sc(-c2ccccn2)nc1OC(=O)c1ccc(Cl)c(Cl)c1,-6%,17%,2.9%,-3%,-3%,
CCCCN(C(=S)Nc1cccc(C)c1C)c1c(N)n(CCC)c(=O)[nH]c1=O,-6%,-4%,i,6%,-1%,
COc1cccc2c3c(c(C)nc12)CC(C)O3 (stereo unspecified),-10%,3%,0.6%,-3%,4%,inhibitors of VEEV 10K pilot screen=0.5
CC1Oc2ccccc2C=C1/C=C1/SC(N2CCOCC2)=NC1=O (stereo unspecified),-2%,15%,3.8%,0%,-5%,
O=C(N/N=C/c1c(Cl)cccc1Cl)c1ccc(-n2cnnn2)cc1,-4%,2%,i,-19%,nt,
Cc1ccc(CN2CC(C(=O)NCC(=O)Nc3c(C)cccc3C)CC2=O)cc1 (stereo unspecified),-17%,-24%,i,-1%,3%,
Fc1cnc(N/N=C/c2ccc(-c3ccc(Br)cc3)o2)nc1N1CCOCC1,?,?,i,22%,-3%,
CCC(CC)C(=O)c1c[nH]c(C(=O)NCCc2ccccn2)c1,-7%,-18%,1.0%,-6%,14%,
CCn1c(N2CCN(C(=O)C34CC5CC(CC(C5)C3)C4)CC2)nc2ccccc21,17%,21%,9.8%,0%,0%,
Cc1ccc(Cn2cc(SCC(=O)Nc3nccs3)c3ccccc32)cc1,-8%,7%,0.4%,-13%,0%,
O=C(COc1coc(CN2CCc3ccccc32)cc1=O)Nc1ccccc1,13%,20%,1.9%,-5%,-1%,
CCOc1ccc(S(=O)(=O)N2CCCC(C(=O)NCC3CCCO3)C2)cc1 (stereo unspecified),3%,-11%,0.7%,-4%,-7%,

# Other results follow:
SMILES,H37Rv inhibition,M. tuberculosis,inhibitors of VEEV,influenza NS1A,Salmonella PhoP GFP,others
N=C1CCCN1CC(=O)c1cccs1,3%,2%,i,4%,5%,
Cc1ccc(C(=O)NCc2ccco2)cc1S(=O)(=O)N1CCCC1,-16%,5%,1.2%,25%,2%,
CC(C)c1cc(-c2cc(-c3ccccc3)on2)nc(NC2CCCC2)n1,6%,-2%,0.1%,-1%,-6%,
O=C(Nc1cccc(C(F)(F)F)c1)c1cccnc1N1CCOCC1,0%,-7%,i,-12%,-1%,
CCOCCCNC(=O)C(NC(=O)c1cnccn1)c1ccc(C)cc1 (stereo unspecified),0%,-1%,2.0%,-4%,-8%,
CCn1cc(S(=O)(=O)N2CCCC2)cn1,-6%,-8%,0.5%,-7%,-3%,
CCOC(=O)/C(=N\Nc1ccc(OC)cc1)c1csc(Nc2ccccc2)n1,?,15%,7.3%,-1%,2%,
COC(=O)c1ccc(NC(=O)COc2ccc([N+](=O)[O-])cc2)cc1,-9%,58%,i,11%,2%,
COC(=O)c1ccc(NC(=O)COC(=O)C2=NN(c3ccccc3)C(=O)CC2)cc1,-8%,-14%,i,-5%,nt,
CCCCN(C(=O)Cn1nnc2ccccc21)C(C(=O)NCCOC)c1cccs1 (stereo unspecified),4%,0%,1.1%,-4%,5%,
O=C(Nc1ccc(Br)cc1)c1csc(-c2ccncc2)n1,?,68%,2.4%,-4%,10%,
CN1C(=O)c2cccc(NC(=O)Cc3ccccc3)c2C1=O,4%,nt,0.7%,7%,1%,
Cc1nc(Oc2ccccc2)c2oc3ccccc3c2n1,0%,5%,0.7%,5%,2%,
CCN(CC(=O)Nc1ccc(OC)cc1)CC(=O)Nc1sc2c(c1C(=O)OC)CCCC2,34%,56%,2.6%,2%,nt,
CCN(c1ccccc1)S(=O)(=O)c1cc(C(=O)NCC(c2ccco2)N2CCCCC2)ccc1C (stereo unspecified),7%,37%,i,1%,nt,
CCCNC(=O)NNC(=O)c1cc(-c2ccc3c(c2)OCO3)nc2ccccc12,0%,10%,8.5%,6%,-15%,
COc1ccccc1CNC(=O)C1Cc2cc(S(=O)(=O)N3CCCC3)ccc2N1C(C)=O (stereo unspecified),-8%,-1%,1.6%,8%,-10%,
O=Nc1c(O)n(Cc2cccc(Cl)c2)c2ccccc12,5%,37%,5.4%,4%,-11%,
CN1C(=O)[C@H]2[C@@H](c3ccc(F)cc3)N3C(=O)c4ccccc4NC(=O)[C@@]3(C)[C@H]2C1=O,-14%,-9%,i,-1%,-4%,
CN(C)/C=N/C(=S)Nc1ccc(Cl)c(Cl)c1,10%,56%,1.6%,4%,5%,
Cc1nc(N2CCOCC2)nc(N2CCN(c3ccccc3)CC2)c1[N+](=O)[O-],-1%,6%,0.3%,17%,13%,
Cc1oc(C(=O)O)cc1COc1cccc2cccnc12,0%,12%,0.4%,4%,-5%,
O=C(COc1cccc2c1CCN(Cc1ccc(Br)cc1)C2=O)NCc1ccco1,2%,33%,7.2%,-1%,-8%,
Cc1ccc2oc(=O)c3cnn(CC(=O)NCCN(C)C)c3c2c1,-6%,-2%,0.1%,-7%,-3%,
COc1cc(NC(=S)Nc2ccc(OC(F)F)cc2)cc(OC)c1,0%,?,1.9%,-2%,-7%,
Cc1ccc(S(=O)(=O)N2CCOCC2)cc1C(=O)NC(=S)N(Cc1ccccc1)C(C)C,-9%,-21%,1.1%,-7%,-8%,
CC1=C(C(=O)Nc2cccc(C(=O)N3CCC(C(N)=O)CC3)c2)SCCO1,3%,0%,i,0%,-11%,
Cc1ccc(S(=O)(=O)c2ccc(NC(=O)c3c(F)cccc3F)cc2)cc1,-5%,1%,i,-26%,0%,
Cn1nc(CC(=O)NCCN2C(=O)CSC2=O)c2ccccc2c1=O,-13%,1%,1.3%,2%,-7%,
CCN(CC)S(=O)(=O)c1ccc2oc(C(=O)NC(C)C)c(C)c2c1,2%,3%,7.6%,3%,-14%,
COc1ccc(S(=O)(=O)N2CCCCCC2)cc1NC(=O)Cc1cc(OC)c(OC)c(OC)c1,2%,12%,0.6%,-6%,-4%,
COC(=O)[C@H](CCSC)NC(=O)NC1CC1,-3%,1%,0.6%,-4%,20%,
Cc1cccc2cc(CN(Cc3cccs3)C(=S)NCC3CCCO3)c(=O)[nH]c12 (stereo unspecified),-10%,34%,8.9%,-1%,-13%,
O=C(Oc1cccnc1)c1cc(S(=O)(=O)N2CCCCC2)ccc1Cl,8%,23%,1.2%,4%,-6%,
O=[N+]([O-])c1cc([N+](=O)[O-])c(Oc2cc(F)cc(F)c2)cc1NN1CCCCC1,-2%,-19%,0.9%,6%,4%,
Cc1ccc(C(C(=O)NC2CCCCC2)N(CCC(C)C)C(=O)CNC(=O)c2ccco2)o1 (stereo unspecified),10%,19%,0.3%,3%,-9%&2%,
CN(C)S(=O)(=O)N1CCC(Oc2ccc(C(=O)N3CCCCCCC3)cc2)CC1,7%,13%,4.7%,-5%,-6%,
Cn1c(=O)c2c(nc(SCCN3CCOCC3)n2Cc2ccc(Cl)cc2)n(C)c1=O,nt,nt,7.2%,6%,nt,inhibitors of VEEV 10K pilot screen=2.2
Cc1cc(NC(=O)CN2CCCC(C)C2)no1 (stereo unspecified),-5%,-9%,0.3%,8%,-2%,
Cc1ccc(-c2cc(C(=O)N/N=C/c3c(C)nn(-c4ccccc4)c3C)[nH]n2)cc1,nt,nt,13%,11%,nt,
COc1cccc(CC2(CO)CCCN(C/C=C/c3ccccc3OC)C2)c1 (stereo unspecified),2%,11%,i,8%,3%,
Cc1c(N)c(C)c([N+](=O)[O-])c(C)c1[N+](=O)[O-],6%,22%,2.7%,-5%,-4%,
CC(C)c1ccc2c(c1)C(c1ccc(N3CCOCC3)cc1)=NNC(c1cccs1)=N2,?,17%,i,5%,-4%,
O=C(Nc1ccc(F)c([N+](=O)[O-])c1)C1CC(=O)N(Cc2ccccc2)C1 (stereo unspecified),0%,25%,2.8%,-5%,13%,
CC1=C(C)CC(C(=O)NC2CCCC2)C(C(=O)O)C1 (stereo unspecified),nt,nt,0.3%,2%,nt,

# Screens: PubChem, Southern Research Specialized Biocontainment Screening Center

# An unsorted share of the library; any-hit rate near 1.5%.
